Plk1 PBD FP: blocks phosphopeptide binding to human Plk1 polo box domain. P53350. inhibition, %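 (tested at about 20 µM)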. 97,000 compounds, 0.13% hits. Plk1 PBD phosphopeptide binding, fluorescence polarization; in the data active = inhibition above about 34%, passing the limit was not always enough
HIV Rev-RRE inh: HIV Rev-RRE protein-RNA interaction inhibition | P05866 | Rev peptide-RRE RNA binding, FRET | inhibition, % at 8 µM | 97,000 compounds, 0.79% hits;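 active = inhibition above the screen-wide mean plus 3 SD, cut at about 35% in these data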;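 note: 0% = median DMSO wells and 100% = median Neomycin B control wells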
Target sequence (P05866 whole entry, looked up): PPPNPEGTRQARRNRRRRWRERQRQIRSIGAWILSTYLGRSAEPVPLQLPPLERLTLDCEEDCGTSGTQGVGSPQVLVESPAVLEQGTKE
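Test system: labelled RRE RNA duplex and labelled Rev peptide. Times: 5 min compound–RNA preincubation, then 15 min with peptide, 25 °C. Doses: single-dose 8 µM. Measured by: FRET, excitation 480 nm, emission 540 nm donor and 671 nm acceptor. Measure: % inhibition of FRET ratio versus controls.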
Candida biofilm: kills Candida albicans biofilms. 85,000 compounds, 0.14% hits. C. albicans biofilm + clotrimazole, Alamar Blue. inhibition, % at 6 µM. AID 834;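 active = inhibition above 20%; inactive = inhibition below 20%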;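 note: preformed 24 hr biofilms exposed to compound for 48 hr; 0% = biofilm without compound and 100% = blank killed by clotrimazole plus chlorhexidine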
PLK1 inh: PLK1 (human) kinase inhibition; P53350; recombinant PLK1 kinase, TR-FRET peptide phosphorylation; inhibition, % at 10 µM; 97,000 compounds, 0.53% hits;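 active = inhibition of 50% or more in the single-concentration screen; inactive = inhibition below 50%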;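 note: 0% = DMSO max control and 100% = H-89 dihydrochloride min control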
EphB4 ephrin blk: EphB4-ephrin-B2 interaction antagonism. P54760. EphB4 LBD / TNYL-RAW-Alexa532 peptide, fluorescence polarization. inhibition, % at 7 µM. 97,000 compounds, 0.15% hits;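 active = inhibition above the screen-wide mean inhibition plus 3 SD, cut at about 15% in these data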;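 note: 0% = DMSO wells and 100% = excess unlabeled TNYL-RAW peptide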
PTPN22 inh 2: LYP (human) phosphatase inhibition; Q9Y2R2; recombinant LYP catalytic domain, DiFMUP fluorescence; inhibition, % at 2 µM; 96,000 compounds, 0.21% hits;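 active = inhibition at 2 µM at or above a set limit, the screen mean plus 3 SD, cut at about 24% in these data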;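 note: 0% = DMSO with enzyme and 100% = enzyme fully blocked by orthovanadate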
CYP2C9 inh: inhibitors of human CYP2C9. P11712. CYP2C9 Supersomes, luciferin-H conversion, luminescence. inhibition, % at 5 µM. 96,000 compounds, 20% hits. AID 777;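 active = blocking of liver enzyme CYP2C9 beyond about 50% at 5 µM, limit read from the data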; note: values of inactives mirror those of a sister screen read the other way
Target sequence (P11712 whole entry, looked up): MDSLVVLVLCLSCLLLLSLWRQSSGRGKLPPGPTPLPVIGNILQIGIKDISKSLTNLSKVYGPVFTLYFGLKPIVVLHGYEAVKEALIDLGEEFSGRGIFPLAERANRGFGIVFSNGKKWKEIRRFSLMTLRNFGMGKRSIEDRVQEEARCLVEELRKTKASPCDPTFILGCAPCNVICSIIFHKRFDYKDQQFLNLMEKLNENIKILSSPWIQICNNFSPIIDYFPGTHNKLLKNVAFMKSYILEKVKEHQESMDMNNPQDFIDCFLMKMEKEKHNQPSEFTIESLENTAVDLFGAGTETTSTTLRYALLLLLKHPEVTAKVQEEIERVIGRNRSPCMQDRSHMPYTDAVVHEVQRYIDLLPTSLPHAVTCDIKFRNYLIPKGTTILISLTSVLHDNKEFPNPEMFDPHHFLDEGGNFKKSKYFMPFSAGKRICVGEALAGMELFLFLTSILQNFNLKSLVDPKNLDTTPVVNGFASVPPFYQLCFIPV
PTPN22 act: increases human PTPN22 phosphatase activity; recombinant LYP, DiFMUP fluorescence; 0 = plate median, 100 = signal doubled; activation, % at 2 µM; 96,000 compounds, 0.11% hits; AID 697;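 active = activation at 2 µM above a set limit, the mean plus 5 SD, cut at about 37% in these data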
CYP2C9 act: activators of human CYP2C9. P11712. recombinant CYP2C9, luciferin-H conversion, luminescence; hits give high values; factor 1 = untreated enzyme, 0 = blocked. activation factor at 5 µM. 96,000 compounds, 1.4% hits;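 active = activation factor of 2 or more for CYP2C9 at a 5 µM dose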;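 note: 0 = sulfaphenazole-blocked wells and 1 = vehicle-only wells; values of inactives mirror those of a sister screen read the other way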
Starred values were filed as active, the others as inactive; / = not tested or not shown.

Results follow in this order: Plk1 PBD FP, HIV Rev-RRE inh, Candida biofilm, PLK1 inh, EphB4 ephrin blk, PTPN22 inh 2, CYP2C9 inh, PTPN22 act, CYP2C9 act
CCCC(C)NC(=O)c1nc(-c2ccccc2)n(-c2ccccc2)n1 (stereo not drawn)
  -4, 17, 2, -6, 1, 2, 86*, -1, 0.1
O=C(Nc1cccc(F)c1)Nc1ccccn1
  2, 3, /, 0, 4, 7, 22, -9, 0.8
N#Cc1ccc(OCCN2C(=O)NC3(CCSC3)C2=O)cc1 (stereo not drawn)
  -13, 8, 0, -10, -3, -7, -24, 7, 1.2
CCOc1ccccc1NC(=O)C(=O)/C=C(\O)c1cc(OC)ccc1OC
  -2, 1, -3, -4, -4, -2, -24, 2, 1.2
O=C(Nc1ccc2c(c1)OCO2)C1CC(c2c(F)cccc2Cl)=NO1 (stereo not drawn)
  -11, 4, 0, -7, 8, 1, -159, -1, 2.6*
CC(C)Oc1ccc(/C=N/NC(=O)C2CCCN2S(=O)(=O)c2ccc(Cl)cc2)cc1 (stereo not drawn)
  6, 6, /, -12, 6, 6, 38, -9, 0.6
Cc1cc2ccccc2c(=O)n1CC(=O)N(C)c1ccc(F)cc1
  -12, 0, 4, -12, -8, -6, 34, -2, 0.7
CCOC(=O)c1cnc(SCC(=O)Nc2ccc(NC(=O)CC)c(OC)c2)nc1N
  -20, -1, 7, -3, -2, -4, 50, 4, 0.5
N=C(N)SCc1cccc2ccccc12
  4, -6, /, -10, 6, 8, -24, -4, 1.2
CN(c1ccc(C(=O)NCc2ccccc2)cc1)S(C)(=O)=O
  11, 2, 2, -12, -2, 8, 10, -8, 0.9

Complete entries, looked up by structure. Order of values: Plk1 PBD FP | HIV Rev-RRE inh | Candida biofilm | PLK1 inh | EphB4 ephrin blk | PTPN22 inh 2 | CYP2C9 inh | PTPN22 act | CYP2C9 act
N=C(N)SCc1cccc2ccccc12 is listed as 4 | -6 | / | -10 | 6 | 8 | -24 | -4 | 1.2
CCOC(=O)c1cnc(SCC(=O)Nc2ccc(NC(=O)CC)c(OC)c2)nc1N is listed as -20 | -1 | 7 | -3 | -2 | -4 | 50 | 4 | 0.5

The list continues.
Results follow in this order: Plk1 PBD FP, HIV Rev-RRE inh, Candida biofilm, PLK1 inh, EphB4 ephrin blk, PTPN22 inh 2, CYP2C9 inh, PTPN22 act, CYP2C9 act
COc1ccc(C(=O)n2nnc3ccccc32)cc1Br
  -14, 6, 6, -7, -1, -1, 5, 2, 1
O=C(CCN1CCN(c2ccccc2)CC1)Nc1ccc(OCc2ccccc2)cc1
  12, 7, -4, -17, 2, 1, 30, -1, 0.7
COc1ccccc1C(=O)Nc1ccc(CN2CCCCC2)cc1
  -18, -2, 3, -6, 3, 7, -9, -7, 1.1
Cn1c(NCc2c(O)ccc3ccccc23)nc2ccccc21
  -11, 9, 0, -1, -9, 4, -6, -1, 1.1
COc1ccc(C(C)=O)cc1CSc1nnc(-c2ccc(Cl)cc2)n1-c1ccccc1
  -38, 2, /, -6, 5, 19, 45, -16, 0.5
COc1ccnc(N2CCN(c3ccc(Cl)cc3)CC2)c1C#N
  -2, 1, /, -7, -1, 2, -6, 4, 1.1
CC(=O)NC1C(=O)N(C)c2ccc(Br)cc21 (stereo not drawn)
  -6, 0, 8, 1, -4, -2, -1, 4, 1
COc1ccc(C)cc1NC(=O)NC1CCN(Cc2ccccc2)CC1
  -6, 0, 7, -8, 0, -5, -14, 9, 1.1
COc1cccc(CNC(=O)C2CCN(S(=O)(=O)N3CCCCC3)CC2)c1
  25, 4, 1, 1, 7, 4, 14, -6, 0.9
CCC(=O)NC(NCC1CCCO1)C(Cl)(Cl)Cl (stereo not drawn)
  -3, 7, /, -8, -6, 4, 16, -1, 0.8
Cc1ccccc1-n1nc(C)c2cc(C(=O)NC3CC3)sc21
  20, 2, 2, 1, -11, -2, 37, 3, 0.6
CCOC(=O)c1c(C)[nH]c(NC(=O)Nc2c(C)n(C)n(-c3ccccc3)c2=O)c1C
  -23, 3, 6, -5, -2, 4, -9, -6, 1.1
COc1cccc2cc(-c3nnc(SCC(=O)NCc4ccccc4)n3C)oc12
  2, 7, -1, -15, -4, 4, 28, -1, 0.7
COc1ccc(C(=O)Nc2cc3c(cc2Cl)OCCCO3)cc1
  18, -1, /, -7, 4, -12, -71, 13, 1.7
CCOCCCNCc1cccc(OC)c1
  -2, 6, 7, -5, 1, 0, 15, -2, 0.9
COc1ccc2cc(Br)ccc2c1CC(=O)NC1CC(C)(C)NC(C)(C)C1
  24, 3, 5, -5, 0, -3, 13, 0, 0.9
O=C(c1ccccn1)N1CCN(c2ccc(C(F)(F)F)cn2)CC1
  26, 1, /, -8, -7, -11, /, 6, /
CCOC(=O)c1ccc(COC(=O)c2cc(=O)[nH]c3ccccc23)o1
  -15, 2, 7, -1, 0, 9, -28, -12, 1.3
O=C(Nc1ccc2c(c1)OCO2)[C@@H]1[C@@H]2C(=O)N(C3CCCCC3)C(=O)[C@@H]2C2c3ccccc3C=CN21 (stereo partly drawn)
  4, 12, 10, -9, -1, -3, 8, 1, 0.9
O=[N+]([O-])c1cc(C(F)(F)F)ccc1N1CCN(S(=O)(=O)c2ccc3ccccc3c2)CC1
  -12, 20, /, -6, 3, 2, -14, 3, 1.1
CCC(=O)N1CCc2cc(Br)cc(S(=O)(=O)CCC(=O)NCCOC)c21
  -13, 5, /, 1, -3, -1, 6, 0, 0.9
Cc1cc(-c2nnc(SCc3ccccn3)o2)no1
  -9, 4, 7, -4, -5, -4, 18, 4, 0.8
CS(=O)(=O)N(CC(=O)Nc1ccc2c(c1)OCCO2)c1ccc2c(c1)OCO2
  -14, 1, -4, -3, 1, -1, 58*, 5, 0.4
O=C(Nc1ccc(N2CCOCC2)c(Cl)c1)c1ccccc1F
  21, 3, 6, -1, 5, 7, 2, -6, 1
COc1ccccc1C/C(N)=N/OC(=O)c1ccc(C)c([N+](=O)[O-])c1
  18, 4, /, -2, -3, 13, -244, -11, 3.4*
N#Cc1nc(-c2ccc(OCc3ccccc3)cc2)oc1N1CCOCC1
  18, -2, -3, -31, -3, 2, 4, -4, 1
Nc1c(-c2ccc(Cl)cc2)cnn1-c1cccc([N+](=O)[O-])c1
  8, 6, /, -10, 2, 2, -1, 0, 1
CCOC(=O)N1CCN(C(=O)CN(Cc2ccccc2)S(C)(=O)=O)CC1
  -11, 0, 4, -12, -6, -10, 6, 5, 0.9
O=C(NCCC1=CCCCC1)C1CCCN(S(=O)(=O)c2cccnc2)C1 (stereo not drawn)
  9, 2, 3, -4, 1, -1, 54*, -2, 0.5
Cc1cccc(-c2nnc(SCC(=O)Nc3nc4c(s3)CCCC4)n2C)c1
  16, 10, 10, -10, -3, 12, /, -11, /

The list goes on, overlapping the part above by 4 compounds.
SMILES	Plk1 PBD FP	HIV Rev-RRE inh	Candida biofilm	PLK1 inh	EphB4 ephrin blk	PTPN22 inh 2	CYP2C9 inh	PTPN22 act	CYP2C9 act
Nc1c(-c2ccc(Cl)cc2)cnn1-c1cccc([N+](=O)[O-])c1	8	6	/	-10	2	2	-1	0	1
CCOC(=O)N1CCN(C(=O)CN(Cc2ccccc2)S(C)(=O)=O)CC1	-11	0	4	-12	-6	-10	6	5	0.9
O=C(NCCC1=CCCCC1)C1CCCN(S(=O)(=O)c2cccnc2)C1 (stereo not drawn)	9	2	3	-4	1	-1	54*	-2	0.5
Cc1cccc(-c2nnc(SCC(=O)Nc3nc4c(s3)CCCC4)n2C)c1	16	10	10	-10	-3	12	/	-11	/
CCOc1ccc(C(=O)NCCCN2CCCC2=O)cc1	13	7	-1	-43	-2	8	12	-6	0.9
COC(=O)Cc1cc(=O)n(-c2nc3ccccc3s2)[nH]1	16	3	1	-12	3	5	18	-6	0.8
COc1ccccc1OCCCCOc1ccccc1F	-3	21	/	-1	0	5	-24	-3	1.2
COc1cccc(-c2nnc(NC(=O)c3ccc(S(=O)(=O)N(CC(C)C)CC(C)C)cc3)o2)c1	-6	14	7	-10	10	24*	59*	-24	0.4
COc1ccc(-c2nc(-c3cccs3)c(-c3cccs3)[nH]2)cc1OC	0	12	-6	-17	-4	7	81*	-6	0.2
COc1ccccc1OCc1nc2ccccc2[nH]1	0	6	4	-9	3	1	26	-6	0.7
CCOC(=O)N1CCN(S(=O)(=O)c2ccc3c(c2)OCC(=O)N3)CC1	-16	4	5	26	9	0	15	-3	0.9
COc1cccc(-n2nnnc2SCC(=O)Nc2ccc(C(C)=O)cc2)c1	16	2	-5	-10	5	4	/	-4	/
COc1ccc(C(=O)N2CCN(S(=O)(=O)c3ccccc3)CC2)c(OC)c1	-6	6	/	-16	7	-2	32	2	0.7
Cc1cc(Cl)ccc1OCCCC(=O)Nc1cccnc1	7	3	6	10	-2	-12	41	11	0.6
Clc1ccc(NC2=NCCCCC2)cc1	-4	6	8	-13	4	-2	-14	3	1.1
N#C/C(C(=O)N1CCOCC1)=C1\Nc2ccccc2S1	0	7	-5	-8	3	5	0	-6	1
CC(C)OCCCNS(=O)(=O)c1ccc2c(c1)oc(=O)n2C	5	4	8	-1	-9	-6	-13	4	1.1
Brc1ccc(Oc2ncc(CN3CCOCC3)s2)cc1	-10	3	/	-7	1	17	20	-14	0.8
O=C(Nc1cccc(NC(=O)c2ccccc2[N+](=O)[O-])n1)c1ccccc1[N+](=O)[O-]	12	7	/	-6	-1	7	43	-6	0.6
CCCNC(=O)Cc1cc(=O)[nH]c(=O)[nH]1	13	3	/	-22	-7	-7	-1	5	1
O=[N+]([O-])c1cc2c(cc1/C=N\NS(=O)(=O)c1ccccc1)OCO2	-34	7	/	-3	2	10	82*	-5	0.2
CCC(=O)Nc1ccc(C(=O)OCc2ccccc2Cl)cc1	-34	12	/	-5	8	-5	-63	6	1.6
O=C(Nc1ccc(N2CCOCC2)cc1)C1CCCN(S(=O)(=O)c2cccc(C(F)(F)F)c2)C1 (stereo not drawn)	-8	-3	1	-4	-12	-9	12	7	0.9
COCCn1c(SCC(=O)Nc2nnc(C)s2)nnc1-c1ccncc1	-14	2	10	7	0	7	19	-1	0.8
COc1ccc(C)cc1NC(=O)COC(=O)C1CC1	-25	4	/	-18	-1	-6	-31	1	1.3
O=C(Nc1cccc(-c2cnc3ccccc3n2)c1)c1ccco1	-8	13	6	-7	8	3	12	-5	0.9
CSc1nc(-c2ccco2)cc(C(F)(F)F)c1C#N	-18	8	5	-9	-1	2	/	-8	/
Cc1onc(-c2c(F)cccc2Cl)c1C(=O)N1C=CC(C(F)(F)Cl)=NCC1	-1	-3	/	-1	-8	12	29	-9	0.7
COc1cccc(-c2cc(C(F)(F)F)c3c(N)c(C#N)sc3n2)c1	10	29	/	-16	3	3	-24	0	1.2
Cc1ccnc(NC(=O)Nc2cccc(F)c2)c1	-1	4	3	-2	4	4	16	-5	0.8

Compound activity deposited in PubChem by several laboratories.
